# Source: PubChem (National Center for Advancing Translational Sciences (NCATS))
# PI4K2A inh = inhibitors of human PI4K2A; 420,000 compounds, 0.13% hits; purified PI4K2A, ADP-Glo luminescence, 1 h; stronger effect = lower value; activity change, negative = inhibition, % at 76.9 µM; AID 1346378; Q9BTU6; in the data active means activity change below about -50%; inconclusive means mostly about -30% to -49%;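 further: -100% = wells without enzyme as full effect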
#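 PI4K2A activity was measured by ADP-Glo luminescence: enzyme (4 ug/mL stock) and phosphatidylinositol (1.2 mM stock) in Tris pH 7.5/MgCl2/EGTA/Triton X-100 buffer were reacted with ATP (300 microM stock) for one hour at ambient temperature.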
# ERG Ets-DNA blk = ERG Ets/DNA interaction inhibition | P11308 | fluorescence polarization, His-ERG Ets domain / labelled DNA | Potency, µM (doses to about 76.9 µM), for inactives: at the top dose FP activity, negative = inhibition, most hits filed as inhibitors | 370,000 compounds, 0.028% hits | AID 624246; active means well fitted inhibition curve with a large enough effect in the polarisation, with a control signal flat; inconclusive means small, poorly fitted or top-dose-only effect, or effect the other way, or a change in a side signal; inactive means no such curve, though single readings can be large or run the other way; the % refers to the polarisation;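 further: polarization taken with two DNA probes labelled with fluorescein and Texas red; potency means the concentration at half of the fitted maximal effect; % of control where 0% means no effect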
#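 His-tagged ERG Ets domain (1 uM in the protein solution; 300mM KCl, 50mM Tris-HCl, 1mM EDTA, 1mM DTT, pH 7.5) received compound, then a probe mix of 5 nM fluorescein-DNA and 100nM Texas-615-DNA. Fluorescence polarization was read for both dyes.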
# GLS inh = blocks human kidney-isoform glutaminase activity; O94925; GLS enzymatic activity, qHTS titration; Potency, µM (titrated, usually from 45.5 µM), inactives show at the highest dose activity change, negative = inhibition, actives largely listed as inhibitors; 410,000 compounds, 0.21% hits; AID 624170; further: potency means the concentration at half of the fitted maximal effect; on the % scale 0 is the no-effect control and ±100 the full control effect
#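 Two-point fluorescence kinetic (t0, 30 min RT) for hKGA; glutamate detected via glutamate oxidase–HRP–Amplex Red. Substrate: 1 mM L-glutamine solution; buffer 45 mM KH2PO4, pH 8.2.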
# BAZ2B block = blocks human BAZ2B. AlphaScreen BAZ2B-H3K14Ac peptide displacement. Potency, µM (titrated, usually from 114 µM), for inactives: at the highest dose activity change, negative = inhibition, usual class: inhibitors. 360,000 compounds, 4.4% hits; further: potency means the concentration at half of the fitted maximal effect; on the % scale 0 is the no-effect control and ±100 the full control effect; nearly all actives have a fitted effect of over 60% in size
#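 BAZ2B 50 nM plus b-H3(5-23)K14Ac 50 nM, PBS pH 7.4/0.01% Tween-20, 30 min RT; compound added (max 110 uM), 30 min RT; streptavidin donor/Ni-chelate acceptor beads 10 ug/mL final, 20 min dark; AlphaScreen read.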
# PGK inhibitor = blocks T. brucei phosphoglycerate kinase. P07378. PGK/GAPDH coupled, Kinase-Glo luminescence, 60 min. Potency, µM (titrated, usually from 57.5 µM), inactives show at the highest dose activity change, negative = inhibition, most hits filed as inhibitors. 380,000 compounds, 0.043% hits; further: potency means the concentration at half of the fitted maximal effect; on the % scale 0 is the no-effect control and ±100 the full control effect; nearly all actives have a fitted effect of over 60% in size
# Target sequence (P07378 whole entry, looked up): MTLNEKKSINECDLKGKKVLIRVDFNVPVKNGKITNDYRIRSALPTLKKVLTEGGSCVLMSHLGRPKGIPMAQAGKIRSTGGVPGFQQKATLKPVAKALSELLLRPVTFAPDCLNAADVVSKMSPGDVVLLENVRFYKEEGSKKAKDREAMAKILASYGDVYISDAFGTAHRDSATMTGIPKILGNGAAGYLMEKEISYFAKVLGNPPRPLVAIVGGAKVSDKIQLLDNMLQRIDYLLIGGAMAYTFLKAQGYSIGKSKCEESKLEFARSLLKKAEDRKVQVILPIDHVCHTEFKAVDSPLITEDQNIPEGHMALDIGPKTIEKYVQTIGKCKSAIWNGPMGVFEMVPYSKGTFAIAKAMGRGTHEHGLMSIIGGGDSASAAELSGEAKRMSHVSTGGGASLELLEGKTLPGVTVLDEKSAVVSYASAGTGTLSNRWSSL
#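 Luminescent ATP detection (Kinase-Glo Plus) follows a 60-minute room-temperature incubation, with wells lacking PGK as controls. Buffer: 100 mM TEA (pH 7.6), 5 mM MgCl2, 0.01% Tween-20. Coupling enzyme GAPDH (100 nM final) supplies unstable 1,3-BPG in-well.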
# HP1b binding inh = HP1-beta chromodomain-methylated histone interaction inhibition; 390,000 compounds, 0.56% hits; Potency, µM (titrated, usually from 114 µM), for the others: at the highest dose activity change, negative = inhibition, actives largely listed as inhibitors; AlphaScreen HP1-beta / biotin-H3K9me3 peptide binding; P83916; further: potency means the concentration at half of the fitted maximal effect; nearly all actives have a fitted effect of over 70% in size; inactives centre near 23
# Target sequence (P83916 whole entry, looked up): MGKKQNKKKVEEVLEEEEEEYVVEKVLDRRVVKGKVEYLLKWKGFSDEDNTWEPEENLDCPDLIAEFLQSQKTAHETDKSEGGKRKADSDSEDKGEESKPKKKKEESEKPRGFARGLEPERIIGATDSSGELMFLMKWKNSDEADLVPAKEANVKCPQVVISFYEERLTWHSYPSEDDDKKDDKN
#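 Compound inhibition of the preformed complex between 50 nM HP1-beta and 50 nM biotinylated H3K9me3 peptide was read by AlphaScreen. Buffer was PBS pH 7.4 with 0.01% Tween-20. Incubations ran 30 min at room temperature, with 10 ug/mL donor/acceptor beads.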
# JMJD2A Tudor = JMJD2A Tudor domain (human) inhibition; O75164; AlphaScreen JMJD2A-Tudor / H3K4me3 peptide binding; Potency, µM (top dose mostly 114 µM), inactives show at the highest dose activity change, negative = inhibition, usual class: inhibitors; 390,000 compounds, 4.4% hits; further: potency means the concentration at half of the fitted maximal effect; on the % scale 0 is the no-effect control and ±100 the full control effect; nearly all actives have a fitted effect of over 50% in size
# G9a block = inhibitors of human histone lysine methyltransferase G9a. Q96KQ7. G9a H3K9 monomethylation, AlphaScreen, 2 h. Potency, µM (top dose mostly 102 µM), without a hit: at the top dose activity, negative = inhibition, actives largely listed as inhibitors. 350,000 compounds, 8.8% hits. AID 504332; further: potency means the concentration at half of the fitted maximal effect; on the % scale 0 is the no-effect control and ±100 the full control effect; nearly all actives have a fitted effect of over 75% in size
# Target sequence (Q96KQ7 913-1193 limits assumed): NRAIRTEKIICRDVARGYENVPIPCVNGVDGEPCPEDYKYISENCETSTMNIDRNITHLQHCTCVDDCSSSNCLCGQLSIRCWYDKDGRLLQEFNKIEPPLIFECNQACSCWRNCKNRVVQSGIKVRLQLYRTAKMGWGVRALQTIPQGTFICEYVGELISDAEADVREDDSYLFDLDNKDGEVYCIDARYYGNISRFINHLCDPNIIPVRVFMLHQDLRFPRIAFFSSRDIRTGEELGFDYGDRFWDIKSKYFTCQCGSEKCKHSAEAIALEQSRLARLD
#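 AlphaScreen read-out: biotin-H3K9 peptide (500 nM) methylation by 20 nM enzyme with 20 uM SAM, 2 h at room temperature after 15 min compound preincubation; anti-monomethyl H3K9 antibody plus donor/acceptor beads, 10 min dark.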
# Pin1 inhibitor = inhibitors of human Pin1; Potency, µM (highest dose often 115 µM), for the others: at the highest dose activity, negative = inhibition, usual class: inhibitors; Pin1 FP peptide displacement, HiFluor488, 10 min; 390,000 compounds, 0.009% hits; Q13526; active means well fitted inhibition curve with a large enough effect in the polarisation, with a control signal flat, not every such curve was filed as active; inconclusive means small, poorly fitted or top-dose-only effect, or effect the other way, or a change in a side signal; inactive means no such curve, though single readings can be large or run the other way; the % refers to the polarisation; further: potency means the concentration at half of the fitted maximal effect; on the % scale 0 is the no-effect control and ±100 the full control effect
# Target sequence (Q13526 whole entry, looked up): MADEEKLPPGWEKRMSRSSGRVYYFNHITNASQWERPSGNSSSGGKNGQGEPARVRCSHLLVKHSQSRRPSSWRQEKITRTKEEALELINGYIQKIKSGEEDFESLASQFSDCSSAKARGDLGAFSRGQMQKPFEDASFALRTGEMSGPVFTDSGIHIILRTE
# * hit, by the source's call; i = inactive; ? = inconclusive; · = not tested or not shown; [ ] = dose if it differs, or a comment. Unless noted, the call rests on the fitted dose curve; in most records, active means well fitted curve in the direction sought with a large enough effect; inconclusive means small, poorly fitted or top-dose-only effect, or another doubt; inactive means no such curve, though single readings can be large; an effect the other way counts as inactive or inconclusive.
# Every second line gives: PI4K2A inh, ERG Ets-DNA blk, GLS inh, BAZ2B block, PGK inhibitor, HP1b binding inh, JMJD2A Tudor, G9a block, Pin1 inhibitor
> COc1ccc(Cc2nnc(SCC(=O)Nc3ccccc3C#N)o2)cc1
  -1, -10%, 10%, -5%, -2%, 14%, -12%, 43%[activator], 3%
> CC(=O)NC1=NC(=O)/C(=C/N2CCOCC2)S1
  4, 1%, 3%, 5%, -5%, 22%, -7%, 11%[2.33 µM], 11%
> Fc1cc(F)cc(NC(=S)Nc2ccccc2N2CCOCC2)c1
  4, 2%, 26%, -15%, -3%, 14%, -4%, -1%, 0%
> COC(=O)c1cc2sc(C)cc2n1Cc1ccc(Br)cc1F
  -1, -8%, -1%, 55%[activator], ·, 66%[activator], 46%[activator], 88%[activator][59 µM], -4%
> COCCNC(=O)[C@@H]1CCCN1S(=O)(=O)c1cccc2cccnc12
  0, 3%, -2%, 5%, -4%, 35%, -4%, -4%[12.7 µM], -1%
> COC(=O)c1[nH]c2ccccc2c1NC(=O)c1c(F)cccc1F
  -7, -7%, 19%, -3%, -8%, 38%, -11%, 1%, -1%
> Cc1ccc(OCc2cc(C(=O)NC(C)Cc3cnccn3)no2)cc1C (stereo not drawn)
  1, -12%, -2%, -4%, -7%, 27%, -10%, 14%, -1%
> O=C(NC(=S)Nc1nc(-c2ccccc2)cs1)c1cccnc1
  -8, 9%, 1%, -23%, -1%, -6%, -17%, 2.5µM*, 19%
> Cn1cc(CCCC(=O)NCc2cccc(Br)c2)c2ccccc21
  -2, -2%, 4%, 3%, -6%, -27%, -1%, -2%[59 µM], -11%
> CCc1ccccc1NC(=O)C1CCN(C(=O)c2ccc([N+](=O)[O-])cc2)CC1
  4, 0%, 4%, -9%, 5%, 28%, 1%, 1%, 1%
> C=CCN(C(=O)Nc1ccc(Cl)cc1)C1CC(=O)N(c2ccc(OC)cc2)C1=O (stereo not drawn)
  -5, 3%, -1%, -6%, -3%, 30%, -10%, ?, 3%
> CCCN(CCC)c1ccc(CC(=O)NC(C)Cc2ccccc2)cc1 (stereo not drawn)
  -2, 1%, 12%, ?, -1%, -36%, ?, 10µM*, -11%
> Cc1cc2c(c(=O)n1CC1CCCO1)C(c1ccc3c(c1)OCO3)C(C#N)=C(N)O2 (stereo not drawn)
  1, 10%, -7%, -24%, -5%, 20%, 1%, -44%[59 µM], -3%
> CC(NC(=O)c1cc2c(cc1Cl)N1CCCCCC1=NS2(=O)=O)c1ccc(S(N)(=O)=O)cc1 (stereo not drawn)
  -3, 4%, 1%, 9%, -2%, 11%, -18%, -3%, -3%
> COC(=O)c1ccc(C(=O)OC)c(NC(=S)N2CCN(C(=O)C3CCCO3)CC2)c1 (stereo not drawn)
  2, 1%, 5%, -10%, -3%, 24%, 9%, -5%, -2%
> CCOc1ccc(NC(=O)c2ccc(NCC(=O)N3CCCCCC3)cc2)cc1
  -7, -16%, 7%, 0%, -2%, 48%[activator], -8%, 25µM*, -2%
> Cc1ccc(C(=O)NCC(=O)OCC(=O)N2CCCc3ccccc32)cc1
  -2, -2%, -1%, -1%, i, 18%, -9%, ?, 3%
> Cc1cc(NC(=O)c2ccc(Cl)c(S(=O)(=O)N3CCCCC3)c2)no1
  -3, 5%, -3%, -22%, 0%, 18%, -12%, 22%, -2%
> COCCN1C(=O)c2ccc(C(=O)O)cc2C1=O
  4, -4%, 5%, 13%, 8%, 15%, -15%, -6%[12.7 µM], -8%
> CC(/C=N/Nc1ncc(C)c(=O)[nH]1)=C\c1ccccc1
  1, -6%, -14%, -20%, -4%, 20%, -15%, -1%, 10%
> O=C(CCS(=O)(=O)Cc1ccc(Cl)cc1)NCCCN1CCOCC1
  3, 0%, -16%, 1%, -5%, 6%, -16%, -35%[59 µM], 3%
> CCc1cc2c(C)ccc(C)c2nc1SCC(=O)Nc1cc(C)on1
  -1, 10%, -4%, 5%, 5%, 33%, 14%, 18%, 11%
> CCOc1ccc(S(=O)(=O)N2CCCC(C(=O)NCc3ccncc3)C2)cc1Cl (stereo not drawn)
  -15, 3%, 12%, 3%, 3%, 9%, -4%, 25%[59 µM], 0%
> CCS(=O)(=O)c1ccc2oc(Nc3ccc(C(C)C)cc3)nc2c1
  1, 3%, -13%, -35%, i, 16µM*, ?, 1.8µM*, -2%
> Cc1ccccc1NC(=O)c1cc2c(C)nc3ccccc3c2o1
  -1, 5%, 15%, 0%, 1%, 22%, ?, -12%, 7%
> COc1ccc(N2CCN(CCCNC(=O)c3cc(Nc4ccc(OC)cc4OC)nc4ccccc34)CC2)cc1
  0, 0%, -8%, 16µM*, -1%, ?, 25µM*, 13µM*, 3%
> COc1cccc(Nc2ncc(C(=O)O)c3ccccc23)c1
  -6, -1%, 24%, 0%, -2%, 27%, -7%, 22%, 0%
> COc1ccc(S(=O)(=O)n2cnc3ccccc32)cc1OC
  1, -13%, -1%, -7%, -5%, 37%, 14%, 71µM*, -1%
> COc1cc(/C=C2\SC(=S)N(NC(=O)c3cccc(O)c3)C2=O)ccc1O
  -8, 186%[activator], 0%, 35µM*, -14%, 45µM*, ?, 35µM*, ?
> CCc1ccccc1NC(=O)c1ccc(F)c(S(=O)(=O)N2CCN(c3ccccc3OC)CC2)c1
  -9, -2%, 1%, -5%, 6%, 16%, -12%, -4%[59 µM], 3%
> O=C(COC(=O)/C=C/c1ccc2c(c1)OCO2)Nc1ccccc1
  1, 12%, 3%, -3%, -3%, 25%, -4%, 13%, 0%
> NC(=O)C1CCCN(C(=O)c2ccc(NC(=O)c3cccs3)cc2)C1 (stereo not drawn)
  5, 3%[15.4 µM], 7%, 1%, -6%, 26%, -7%, -43%[12.7 µM], -1%
> Cc1ccc(-c2nnn(CC(=O)N(c3ccccc3)C(C(=O)NCC3CCCO3)c3cccs3)n2)o1 (stereo not drawn)
  -4, 0%, 0%, -8%, i, ?, ?, -28%, 5%
> COc1ccccc1NC(=O)C(Cc1ccc(Cl)cc1)c1nn[nH]n1 (stereo not drawn)
  -6, -2%, -1%, 8%, -12%, 60%, 1%, -4%[12.7 µM], -10%
> Cc1ccc(C(=O)NNC(=O)c2ccco2)cc1
  0, ·, -1%, -5%, 7%, 24%, 4%, -7%[59 µM], -2%
> COc1cccc(-n2cc(CN(C)Cc3nc(Cc4cccc(F)c4)no3)cn2)c1
  3, 3%, 1%, -8%, 4%, 38%, -2%, 21%, 3%
> Cc1ccc2c(N)c(C(=O)N(c3ccccc3)c3ccccc3)sc2n1
  5, -7%, 6%, -13%, 5%, 35%, -5%, 14µM*, 1%
> C=CCn1cccc(C(=O)Nc2ccc(OC)c(Cl)c2)c1=O
  9, -3%, 1%, 10%, -5%, 83%[activator], -17%, 17%, 0%
> COc1ccccc1NC(=O)Nc1nc(CC(=O)NCc2ccc(F)cc2)cs1
  0, -4%, 11%, ?, 1%, 16%, -6%, 16%[2.33 µM], -1%
> COc1ccccc1N1CCN(CC(=O)Nc2cccc(F)c2)CC1
  -2, 2%, 2%, 5%, -1%, 18%, -10%, 24%[59 µM], -9%
> Cn1c(=O)cc(OCC(=O)NCc2cccs2)c2ccccc21
  -2, -10%, 0%, ?, -2%, 44%[activator], -2%, 30%[59 µM], 4%
> COc1ccc(OCc2cc(C(=O)NCCN3CCCC(O)C3)no2)c(Cl)c1 (stereo not drawn)
  -6, -5%, 6%, -13%, -7%, 32%, -13%, -5%, 0%
> Cc1ccc(NC(=O)Cn2c(C)cc(C)c(C#N)c2=O)c(Cl)c1
  1, -12%, 0%, -39%, -7%, 35%, -6%, ?, 18%
> CCOc1ccc(CCNC(=O)c2cn(C)c3ccc(S(=O)(=O)N4CCCCC4)cc3c2=O)cc1OCC
  -4, 9%, -2%, ·, i, 47%[activator], -25%, -48%[59 µM], 17%
> Cc1cc2nc(-c3cccc(NC(=O)COc4ccc(Cl)c(C)c4)c3)oc2cc1C
  -3, 0%, 4%, -11%, -5%, 25%, 2%, 3%[59 µM], 4%
> O=C(CSc1nc2c([nH]c3ccccc32)c(=O)n1-c1ccc(F)cc1)Nc1ccc2c(c1)OCO2
  -4, 0%, -3%, 6%, -4%, 13%[57 µM], -15%, 10%[59 µM], 20%
> Cn1c(/C(C#N)=C2/CCCCCN2)nc2ccccc21
  -8, 12%, 18%, ·, 1%, 28%, -15%, 12%[59 µM], 2%
> O=C(CCn1c(=O)oc2ccccc21)Nc1nccs1
  -4, -6%, 5%, 12%, -5%, 18%, 1%, -5%[59 µM], -1%
> Cc1cc(=O)n2nc(N3CCC(C(=O)NCc4cccc(Br)c4)CC3)sc2n1
  -3, 5%, -8%, -23%, 8%, 36%, -15%, 17%, ?
> CC(C)=CCc1cc([C@@H]2CC(=O)c3ccc(O)c(CC=C(C)C)c3O2)ccc1O
  -5, 10%, 15%, ·, -11%, 7%, ?, ·, 4%
> COC(=O)c1sccc1NC(=S)Nc1cc(C)ccc1OC
  -2, -6%, 1%, ·, -2%, 12%, ?, 50µM*, 0%
> COc1ccc(CNC(=O)CSc2cccc3cccnc23)cc1
  3, 4%, -7%, 1%, -6%, -14%, -18%, ·, 0%
> O=C(C=Cc1ccc2c(c1)OCO2)c1ccccc1
  -8, 10%, -2%, ·, -8%, 54%[activator], 13%, ·, -10%
